ERK EGF block = blocks ERK signaling stimulated by EGF. HEK293-V1b, EGF-stimulated phospho-ERK AlphaScreen. Potency, µM (titrated, usually from 11.5 µM), for the others: at the highest dose activity change, negative = inhibition, hits mostly inhibitors. 130,000 compounds, 0.41% hits; active means well fitted inhibition curve with a large enough effect; inconclusive means small, poorly fitted or top-dose-only effect, or effect the other way;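 further: plate controls were stimulated vehicle wells for no effect and unstimulated vehicle basal for full effect; nearly all actives have a fitted effect of over 55% in size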
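Stably V1b-transfected HEK293 cells; 30 min compound, then EGF 25 nM final for 5 min at 37C; 10 min lysis; phospho-ERK by AlphaScreen after 5 hr beads at room temperature.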
Active calls of the source: *; ? = inconclusive; & = joins results of further samples; [ ] = remark or other dose. Potency means the concentration at half of the fitted maximal effect. An excerpt (hit frequency here may not be typical).

SMILES	ERK EGF block
Cc1ccc(/C=C2\C(=O)NC(=O)N(CCc3ccc(F)cc3)C2=O)s1	6%
Cc1cc(/C=C2\C(=O)NC(=O)N(Cc3ccco3)C2=O)c(C)n1-c1ccc(O)cc1	8%
N[C@H](CCP(=O)(O)O)C(=O)O	-7%&-4%
NS(=O)(=O)c1cccc(N2CCNCC2)c1	-6%
Cc1csc(=N)n1Cc1ccccc1	9%
CNc1cc(Cl)c2nonc2c1[N+](=O)[O-]	?
COc1ccc(CN2C(=O)NC(=O)/C(=C/c3ccc([N+](=O)[O-])s3)C2=O)cc1	-18%[57.5 µM]
COc1cccc(NC(=O)N2CCC3(CC2)OCCO3)c1	0%
CC(C)Oc1ccc(C2(C#N)CC[N+](C)(C)CC2)cc1	7%
Cc1ccc(CN2C(=O)CN=C(c3ccccc3)c3ccccc32)cc1	5%
Cn1c(O)c(C=Nc2ccccc2-c2ccccc2)c(=O)n(C)c1=O	6%[57.5 µM]
CCCCC[C@@H](/C=C/C=C\C/C=C\C/C=C\CCCC(=O)O)OO	-7%
COC(=O)C12C/C=C\Cc3ccccc3[C@@H]1CNC2=O (some centres not stated)	0%
CC(=O)N1CCN(CC(=O)Nc2ccc(C#N)c(Cl)c2)CC1	-5%
CCn1c(O)c(C=NCCN2CCOCC2)c(=O)n(CC)c1=S	-1%[57.5 µM]
S=P(NC1CCCCC1)(N1CC1)N1CC1	0%[57.5 µM]
CN(C)S(=O)(=O)c1cc(NC(=O)C[N+]23CCN(CC2)CC3)ccc1Cl	13%
Cc1cccc(-n2c(O)c(/C=N/N3CCOCC3)c(=O)[nH]c2=S)c1	0%
C=CCn1c(O)c(C=NCCCn2ccnc2)c(=O)[nH]c1=O	3%[57.5 µM]
O=C1NO[C@H]2[C@@H]1CN[C@@H]2C(=O)O	-3%
CCCCCC[C@H]1C(=O)O[C@H](C)[C@H](NC(=O)c2cccc(NC=O)c2O)C(=O)O[C@@H](C)[C@H]1OC(=O)CC(C)C	-10%[25.7 µM]
COc1ccn(C)c(=O)c1C#N	-1%
Cc1cc(C=C2C(=O)NC(=O)NC2=O)c(C)n1-c1cccnc1	-3%[57.5 µM]
CN1CCN(C(=S)SCC(=O)Nc2ccc(Cl)cc2C(=O)c2ccccc2)CC1	0%
Cc1cccc(-n2c(O)c(C=Nc3ccc(Br)cn3)c(=O)[nH]c2=O)c1	-7%
CCOC(=O)COc1ccc2c(c1)c(C(C)=O)c(C)n2Cc1ccccc1	4%
CC(=O)c1cn(Cc2ccc(C#N)cc2)c2ccccc12	3%
Cc1cccc(-n2c(C)nc3ccccc3c2=O)c1C	-7%
C#C[C@]1(O)CC[C@H]2[C@@H]3CCC4=CC(=O)CC[C@]4(C)[C@H]3CC[C@@]21C	-18%[57.5 µM]
O=C(N/N=C\C1C(=O)NC(=S)N(c2ccccc2)C1=O)c1ccc(O)cc1 (configuration not stated)	-2%
CC(=O)OC1N=C(c2ccccc2Cl)c2cc(Br)ccc2N(C)C1=O (configuration not stated)	7%[57.5 µM]
CO[C@H]1C=C2CCN(C)[C@@H]2[C@@H]2c3cc4c(cc3C(=O)O[C@H]21)OCO4	4%[25.7 µM]
COc1cc2c(cc1OC)[C@@H]1C(=O)c3ccc4c(c3OC1CO2)CC(C(C)C)O4 (some centres not stated)	12%
CN(C)C(=Nc1ccccc1)P(=S)(N(C)C)N(C)C	-3%[57.5 µM]
CC(=O)[C@H]1CCC2C3CC[C@H]4C[C@H](O)CC[C@]4(C)C3CC[C@@]21C (some centres not stated)	13%
CCP(=S)(CC)c1ccc(N(C)C)cc1	-8%
CCOP(=O)(OCC)C(NC(=O)c1cccc([N+](=O)[O-])c1)C(Cl)(Cl)Cl (configuration not stated)	5%[57.5 µM]
CCNC(=S)N(C)CCc1cc2c(c(OC)c1C=C1C(=O)N(C)C(=O)N(C)C1=O)OCO2	-5%[57.5 µM]
Cc1cc(C)cc(N2C(=O)NC(=O)/C(=C\C=C\c3ccco3)C2=O)c1	?
C=CCN1C(=O)NC(=O)/C(=C/c2ccc(N(C)C)c(Br)c2)C1=O	1%
C[N+]1(C)CCc2cc3c(cc2C1C1OC(=O)c2c1ccc1c2OCO1)OCO3 (configuration not stated)	-1%
CCC(=O)N1N=C(c2c(O)n(CCc3ccccc3)c(=O)[nH]c2=O)CC1c1ccc(OC)c(OC)c1 (configuration not stated)	12%[57.5 µM]
CC(C)Cc1nnc(NC(=O)CCC(=O)N2CCN(CCOC(c3ccccc3)c3ccccc3)CC2)s1	-5%
CC[N@+]1(C)CCC[C@@H](OC(=O)C(O)(c2ccccc2)c2ccccc2)C1	8%[25.7 µM]
C=C1C2C[C@]3(C4CC5[C@@]6(C)CC[C@H](O)[C@@]5(C3CC2=O)C4[N+]([O-])(CC)C6)[C@@H]1O (some centres not stated)	-1%
O=[N+]([O-])c1ccc(-c2ccccc2)c([As](=O)(O)O)c1	-5%[57.5 µM]
O=[N+]([O-])c1ccc(Nc2ccccc2)cc1	7%
CCN[C@]1(c2cccs2)CCCCC1=O	-4%[25.7 µM]
CCn1c(O)c(C(=O)CC2NCCc3ccccc32)c(=O)n(CC)c1=S (configuration not stated)	4%[57.5 µM]
Cc1ccc(N2C(=O)NC(=O)/C(=C\c3cc(C)n(-c4sc5c(c4C#N)CCCC5)c3C)C2=O)cc1	0%
Oc1ccc(Cl)cc1	0%
COC(=O)C1C(OC(=O)c2ccccc2)CC2CCC1N2C (configuration not stated)	-15%[57.5 µM]
CN(C(=O)Cc1ccc(Cl)c(Cl)c1)[C@@H](CN1CCCC1)c1cccc(OCC(=O)O)c1	-9%
CC[n+]1c(-c2ccccc2)c2cc(N)ccc2c2ccc(N)cc21	19%
O=C1CC[C@@]2(O)[C@H]3Cc4ccc(O)c5c4[C@@]2(CCN3CC2CC2)[C@H]1O5	-6%[57.5 µM]
C=C[C@H]1CN2CCC1C[C@@H]2C(O)c1ccnc2ccccc12 (some centres not stated)	3%

The final 7 entries of the part before open the next one:
SMILES	ERK EGF block
Cc1ccc(N2C(=O)NC(=O)/C(=C\c3cc(C)n(-c4sc5c(c4C#N)CCCC5)c3C)C2=O)cc1	0%
Oc1ccc(Cl)cc1	0%
COC(=O)C1C(OC(=O)c2ccccc2)CC2CCC1N2C (configuration not stated)	-15%[57.5 µM]
CN(C(=O)Cc1ccc(Cl)c(Cl)c1)[C@@H](CN1CCCC1)c1cccc(OCC(=O)O)c1	-9%
CC[n+]1c(-c2ccccc2)c2cc(N)ccc2c2ccc(N)cc21	19%
O=C1CC[C@@]2(O)[C@H]3Cc4ccc(O)c5c4[C@@]2(CCN3CC2CC2)[C@H]1O5	-6%[57.5 µM]
C=C[C@H]1CN2CCC1C[C@@H]2C(O)c1ccnc2ccccc12 (some centres not stated)	3%
CC1=CC(=O)C2=C(C)C[C@H](O)[C@H]3[C@H](C)C(=O)O[C@@H]3C12 (some centres not stated)	-5%
Cc1ncc([N+](=O)[O-])n1CCOC(N)=O	5%[57.5 µM]
Fc1ccc(C(OCCN2CCCC2)c2ccc(Br)cc2)cc1 (configuration not stated)	-10%[57.5 µM]
O=C1C(=O)c2cccc3cccc1c23	8%
C=C1C/C(=C\C)C(=O)O[C@@H]2CCN3CC=C(COC(=O)[C@@]1(C)O)[C@H]23	15%[25.7 µM]
Cc1ccc(N2C(=O)NC(=O)/C(=C\c3cnc(-c4ccccc4)nc3)C2=O)cc1	4%
Cn1cc(C(=O)N2CCCCC2)c2ccccc21	-14%
COc1cc(C(=O)N/N=C/C23CC[C@@H](O)CC2(O)CC[C@@H]2[C@@H]3CCC3(C)C(C4=CC(=O)OC4)CCC23O)ccc1O (some centres not stated)	2%[57.5 µM]
CC(=O)Nc1ccc(OCCF)cc1	2%
CCC(=NCC1CCCO1)c1c(O)n(-c2ccccc2C)c(=O)[nH]c1=O (configuration not stated)	-8%[57.5 µM]
CN(C)C(=O)Oc1ccc(OCc2n(C)c3ccccc3[n+]2C)cc1	6%
Cc1cc(C(=O)Nc2ccccc2)nn1C(C)(C)C	-5%[57.5 µM]
CCCOC(=O)C1C2c3ccccc3C(c3ccccc32)C1C(=O)O (configuration not stated)	-4%
CC[N+](C)(CC)CCCCOc1ccc2c(c1)C(=O)c1cc(OCCCC[N+](C)(CC)CC)ccc1-2	5%[57.5 µM]
C=CCn1c(O)c(C(CC)=Nc2ccc(N(C)C)cc2)c(=O)[nH]c1=O	12%[57.5 µM]
O=C(CCC(=O)N1CCC2(CC1)OCCO2)Nc1nnc(C2CCCCC2)s1	-5%[57.5 µM]
CCN1C(=O)/C(=C/c2ccc3c(c2)CCN3CCCCl)C(=O)NC1=S	-3%
CN1C(=O)C(=Cc2ccc(-c3cccc(Cl)c3)o2)C(=O)N(C)C1=O	5%
C=CCn1c(O)c(/C(CC)=N/NC(=S)Nc2ccccc2)c(=O)[nH]c1=O	-15%[57.5 µM]
CC12CC[C@H]3[C@@H](CCC4(O)C[C@H](O)CCC34/C=N/NC(=O)Cc3ccccc3)C1(O)CCC2C1=CC(=O)OC1 (some centres not stated)	-1%[57.5 µM]

Some of these compounds in order of length of the SMILES, smallest number first:
SMILES	ERK EGF block
O=C(CCC(=O)N1CCC2(CC1)OCCO2)Nc1nnc(C2CCCCC2)s1	-5%[57.5 µM]
CN1C(=O)C(=Cc2ccc(-c3cccc(Cl)c3)o2)C(=O)N(C)C1=O	5%
C=CCn1c(O)c(/C(CC)=N/NC(=S)Nc2ccccc2)c(=O)[nH]c1=O	-15%[57.5 µM]

High-throughput results as filed in PubChem BioAssay.
